Source: PubChem (National Center for Advancing Translational Sciences (NCATS))
CBFb RUNX1 block = inhibitors of human CBF-beta and RUNX1 interaction | Q01196+Q13951 | AlphaScreen CBFb-His/RUNX1-biotin binding, biochemical | Potency, µM (series often up to 59.8 µM), for the others: top-dose activity, negative = inhibition, usual class: inhibitors | 230,000 tested, under 10 active | AID 1477; note: % of control where 0% means no effect
Target sequence (Q01196 whole entry, looked up): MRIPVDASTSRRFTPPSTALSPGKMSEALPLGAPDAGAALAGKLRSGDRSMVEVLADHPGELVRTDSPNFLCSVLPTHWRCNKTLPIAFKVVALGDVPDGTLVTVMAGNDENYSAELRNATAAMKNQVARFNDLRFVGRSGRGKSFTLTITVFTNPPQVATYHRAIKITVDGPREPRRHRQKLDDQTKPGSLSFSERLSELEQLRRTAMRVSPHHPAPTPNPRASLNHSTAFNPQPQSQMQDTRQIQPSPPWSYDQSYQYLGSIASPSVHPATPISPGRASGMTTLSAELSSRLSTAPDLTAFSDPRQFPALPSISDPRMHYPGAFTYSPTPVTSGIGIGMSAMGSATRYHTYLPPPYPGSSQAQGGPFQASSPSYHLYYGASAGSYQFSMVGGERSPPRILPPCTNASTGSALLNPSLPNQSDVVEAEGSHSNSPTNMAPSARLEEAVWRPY
Target sequence (Q13951 whole entry, looked up): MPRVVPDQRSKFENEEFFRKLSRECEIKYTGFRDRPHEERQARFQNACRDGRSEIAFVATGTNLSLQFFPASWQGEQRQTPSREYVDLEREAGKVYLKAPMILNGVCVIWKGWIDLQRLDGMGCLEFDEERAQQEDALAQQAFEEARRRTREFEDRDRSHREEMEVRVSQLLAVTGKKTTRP
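Inhibition was taken as any reduction in AlphaScreen signal from the CBF-beta–RUNX1 pair (His and biotin tags, 30 nM each), measured after compound (15 min) and bead (90 min) incubations at room temperature.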
GAA glycogen = inhibitors or activators of human alpha-glucosidase glycogen cleavage | 300,000 compounds, 0.38% hits | Potency, µM (doses to about 76.4 µM), without a hit: top-dose activity change, negative = inhibition, usual class: inhibitors | P10253 | recombinant GAA, glycogen substrate, Amplex Red glucose oxidase fluorescence;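 note: potency is the fitted concentration of half-maximal effect; 0% = full enzyme reaction and -100% = no-enzyme basal signal; the screen sought inhibitors and activators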
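Recombinant enzyme (4 nM final) with compounds titrated up to 77 uM and bovine liver glycogen (30 ug) in citrate pH 5.0, 0.01% Tween-20, 37 C 40 min. Released glucose detected by Amplex Red/glucose oxidase (Ex 573/Em 610); AC50 from Hill fits.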
LMNA splice mod = modulators of lamin A splicing | AID 1487 | Potency, µM (top dose mostly 46.1 µM), for inactives: at the top dose ratio change, negative = inhibition, most hits filed as inhibitors | HeLa LMNA splicing GFP/RFP minigene ratio, 48 h | 200,000 compounds, 0.01% hits; active = well fitted inhibition curve with a large enough effect in the signal ratio, with a control signal flat, not every such curve was filed as active; inconclusive = small, poorly fitted or top-dose-only effect, or effect the other way, or a change in a side signal; the % refers to the signal ratio; note: potency is the fitted concentration of half-maximal effect; % is set by controls: 0 for no effect and ±100 for the full control effect
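S3 HeLa cells stably expressing lamin A-EGFP splicing minigene plus DsRed2, 600 cells/well, 48 h compound exposure at 37C. Laser-scanning cytometry; analysed as GFP (500-530 nm)/RFP (575-640 nm) total intensity ratio; 0.5% DMSO vehicle.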
GAA inh = alpha-glucosidase (human) inhibition. P10253. purified human GAA, 4-MU-alpha-glucoside fluorescence. Potency, µM (titrated, usually from 76.9 µM), without a hit: top-dose activity change, negative = inhibition, usual class: inhibitors. 200,000 compounds, 0.005% hits;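 note: potency is the fitted concentration of half-maximal effect; plate controls were uninhibited enzyme wells for no effect and no-enzyme background for full effect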
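Human enzyme at 4 nM with 400 uM 4-methylumbelliferyl-alpha-D-pyranoside, citrate/phosphate buffer pH 5.0, 0.005% Tween-20, 20 min at room temperature. Compounds up to 77 uM. 4-MU fluorescence (Ex 365/Em 440) read after NaOH/glycine stop; AC50 from Hill fit.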
HttQ103 aggreg = reduces HttQ103-GFP aggregates in PC12 cells; PC12 HttQ103-GFP aggregates, Acumen cytometry, 40 h; Potency, µM (series often up to 46.1 µM), without a hit: at the top dose activity change, negative = inhibition, usual class: inhibitors; 220,000 compounds, 1.1% hits; AID 1688; note: potency is the fitted concentration of half-maximal effect; % is set by controls: 0 for no effect and ±100 for the full control effect; nearly all actives have a fitted effect of over 60% in size
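Multiplexed with ATP-based cell death, this channel scores GFP aggregates in PC12 cells expressing inducible HTTex1-Q103-GFP. Induction used 100 nM tebufenozide; compounds were tested in concentration series.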
GAA spleen mod = inhibitors or activators of human alpha-glucosidase in spleen homogenate. P10253. human spleen homogenate, 4-MU-alpha-glucoside fluorescence. Potency, µM (titrated, usually from 79.9 µM), for inactives: at the top dose activity change, negative = inhibition, hits mostly inhibitors. 240,000 compounds, 0.006% hits;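 note: potency is the fitted concentration of half-maximal effect; 0% = enzyme with vehicle and -100% = no enzyme basal signal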
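AC50 values come from Hill-equation fits of concentration-response data, normalized to no-enzyme and full-activity controls. Enzyme source: 1 ug human spleen homogenate; 1 mM fluorogenic 4-MU glucoside, pH 5.0 citrate buffer, 37 C, 40 min.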
HTT cytoprotect = Huntington cell model cytoprotection by ATP luminescence. PC12 HTT-Q103 induced, cytoprotection, ATP luminescence, 40 h. AID 1471. 230,000 compounds, 0.14% hits. Potency, µM (series often up to 56.4 µM), for the others: cytoprotection (ATP increase), hits mostly activators;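 note: potency is the fitted concentration of half-maximal effect; % of control where 0% means no effect; nearly all actives have a fitted effect of over 45% in size; toxic huntingtin expression switched on by the ecdysone agonist tebufenozide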
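Cells were plated at 1500 per well in phenol red-free DMEM with 5% equine and 5% calf serum. Tebufenozide (100 nM final) and compounds were added, then ATPlite reagent, and luminescence was read.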
Starred values were filed as active, the others as inactive; ? = inconclusive; · = no result given; & = joins results of further samples; [ ] = dose if it differs, or a comment. Unless noted, calls come from the whole dose curve; as a rule, active = well fitted curve in the direction sought with a large enough effect; inconclusive = small, poorly fitted or top-dose-only effect, or another doubt; inactive = no such curve, though single readings can be large; an effect the other way counts as inactive or inconclusive.

SMILES	CBFb RUNX1 block	GAA glycogen	LMNA splice mod	GAA inh	HttQ103 aggreg	GAA spleen mod	HTT cytoprotect
COc1ccc(C)cc1NS(=O)(=O)c1ccc(NC(=O)CN(c2cc([N+](=O)[O-])ccc2C)S(C)(=O)=O)cc1	-9%	0%	?	3%	6%	-3%	·
COc1cccc(C(=O)Nc2c(C)n[nH]c2C)c1	2%	·	-5%	-11%	-18%	6%	-19%[0.074 µM]
COC(=O)c1ccc(CN2C(=O)NC3(CCC(C)CC3)C2=O)cc1 (centres undefined)	-4%	4%	7%[46 µM]	14%	2%	8%	-8%
CCOC(=O)Cc1c(C)nc2c(-c3ccccc3)c(C)nn2c1C	4%	3%	-8%	-12%	24%	0%	-17%[10 µM]
COc1ccc(CCNC(=O)C2CCCCC2C(=O)O)cc1OC (centres undefined)	0%	8%	1%	6%	4%	1%	1%
O=c1[nH]c2cccnc2n1Cc1ccccc1	11%	11%	6%	-4%	-8%	-1%	-9%
O=C(CCC1CCCCC1)Nc1ncn[nH]1	8%	-12%	-5%	5%	-22%	2%	2%[0.074 µM]
CCOc1cc(C2C(C(=O)N3CCOCC3)=C(C)NC3=C2C(=O)CCC3)ccc1O (centres undefined)	3%	?	7%	-2%	-11%	0%	-7%
CCOC(=O)c1c(N/N=C/c2ccncc2)n[nH]c1C	13%	-5%	-8%	-13%	-25%	-1%	·
OCCSc1c(F)c(SCCO)c(SCCO)c(F)c1SCCO	2%	-12%	-4%	-3%	6%	-8%	-18%[0.074 µM]
COc1cccc(C(=O)C2CCCN(Cc3cn[nH]c3C3CCCCC3)C2)c1 (centres undefined)	24%	-7%	·	·	-13%[9.22 µM]	-3%	13%[10 µM]
O=C(NCCNS(=O)(=O)c1ccc(C(F)(F)F)cc1)N1CCOCC1	2%	6%	·	·	-27%[9.22 µM]	2%	-32%[10 µM]
Clc1ccccc1-c1nnc2sc(-c3ccc4c(c3)OCO4)nn12	-9%	0%	-19%	-8%	-30%	-6%	24%[1.9 µM]
CC(C)(C)Nc1nc(N)nc(Cl)n1	0%	13%	-7%[46 µM]	-1%	0%[9.22 µM]	2%	9%[10 µM]
COc1ccc(Cn2c(C)cc3c(c2=O)C(c2cccs2)C(C#N)=C(N)O3)cc1OC (centres undefined)	2%	5%	-4%	8%	?	3%	-12%
COc1cccc(CN2CCN(C(=O)c3ccc(-c4ccccc4)cc3)CC2)c1OC	-16%	15%	·	6%	·	-2%	·
Cc1c(S(=O)(=O)N2CCN(C(=O)c3ccco3)CC2)c(=O)n(C)c(=O)n1C	9%	2%	-2%	3%	1%	2%	-12%
CCOC(=O)C(C)(C)N(Cc1cccc(C)c1)S(=O)(=O)c1ccc(Cl)c([N+](=O)[O-])c1	-6%	-11%	?	-6%	-7%	-3%	-9%[10 µM]
CCOC(=O)c1cc(-c2ccccc2)sc1NC(=O)CC(C)C	22%	1%	0%	-5%	-4%	-4%	-34%
Cc1cc(C)c(NC(=O)C2CC(=O)N(Cc3ccccc3)C2)c(C)c1 (centres undefined)	5%	5%	-1%[46 µM]	-3%	-11%	-15%	-5%
CCCN[C@@H](C)C(=O)Nc1ccccc1C	15%[21.7 µM]	·	?	·	-6%	-1%[29.1 µM]	?
CCOC(=O)N1CCN(C(=O)c2ccc3c(=O)n(CCc4ccccc4)c(=O)[nH]c3c2)CC1	9%	0%	2%	?	9%	-11%	8%[10 µM]
CCCCN(CCCC)CCCNC(=O)C12CN(Cc3ccccc3)CC1C(c1cccc([N+](=O)[O-])c1)=NO2 (centres undefined)	9%	3%	-12%	-9%	-25%	-5%	-17%[10 µM]
O=S1(=O)CCN2C=C(Br)C=C(Br)C2=N1	4%	-8%	2%	7%	3%[9.22 µM]	-2%	10%[10 µM]
CCC(=O)Nc1cc2nn(-c3ccccc3)nc2cc1Cl	-1%	1%	-7%	2%	11%	4%	-55%[inhibitor][10 µM]
SMILES	CBFb RUNX1 block	GAA glycogen	LMNA splice mod	GAA inh	HttQ103 aggreg	GAA spleen mod	HTT cytoprotect
Cc1ccc(/C=N\NC(=O)c2cncc(Br)c2)o1	7%	2%	-6%	-2%	-15%	-6%	·
O=C(O)CCSC(=S)N1CCOCC1	6%	2%	·	·	15%[9.22 µM]	-7%	30%[10 µM]
COC(=O)c1cc2c(s1)-c1ccccc1OC2	?	7%	-9%	?	11%	14%	-4%
N#Cc1nc(COc2ccc(F)cc2)oc1N1CCC(Cc2ccccc2)CC1	-7%	-6%	-17%	6%	8%	3%	-3%[10 µM]
NS(=O)(=O)c1ccc(N=Nc2ccc(=O)[nH]c2O)cc1	?	-9%	·	6%	5%[9.22 µM]	-10%	6%[10 µM]
CCCNC(=O)COc1nc2ccccc2nc1N1CCOCC1	13%	-3%	8%	2%	-2%	-3%	·
Cc1cc(CN(C)Cc2ccc(OCC(O)CN(C)Cc3ccccc3)cc2)on1 (centres undefined)	-7%	-11%	·	·	4%[9.22 µM]	0%	9%[10 µM]
Cc1ccccc1Nc1nc(N)nc(CN(C)Cc2ccccc2Cl)n1	?	14%	-13%	0%	-10%	-10%	18%[10 µM]
Cc1ccc(S(=O)(=O)N(C)c2ccccc2C(=O)NC2CCCC2)cc1	0%	-15%	5%	-6%	17%	1%	6%[0.074 µM]
CC(c1ccc(F)cc1)n1cc(C(=O)NCc2ccccn2)nn1 (centres undefined)	0%	12%	·	0%	15%	1%	0%[10 µM]
O=C(Nc1ccc(Br)cc1F)C1CCCN(S(=O)(=O)c2cnc[nH]2)C1 (centres undefined)	3%	0%	-6%	-5%	-9%	1%	0%
CC1CCN(C(=O)CN2C(=O)c3ccccc3S2(=O)=O)CC1	4%	-10%	0%	0%	19%	-5%	-11%
C=CCn1c(C)cc(/C([O-])=C(/C(=S)Nc2ccc(OC(F)F)cc2)[n+]2ccc(N(C)C)cc2)c1C	-11%	?	-12%[46 µM]	-4%	-20%	4%	16%
CC(C(=O)N1CCCCC1)n1ncn2cccc2c1=O (centres undefined)	-3%	6%	-11%	3%	10%	-6%	4%[10 µM]
CC1(C)CC2CC(C)(CN2c2ncnc3ccccc23)C1 (centres undefined)	1%	4%	?	-9%	?	-6%	-3%[1.9 µM]
COc1ccccc1CNc1ccnc(-c2ccccc2C(F)(F)F)n1	·	·	-14%	·	·	-17%	-3%
COc1ccc(Cl)cc1C(=O)N(Cc1nc(-c2cccc(C)c2)no1)C(C)C	2%	-10%	?	-7%[15.4 µM]	?	-2%	3%
CCC(=O)N1CCc2cc(S(=O)(=O)CCC(=O)NCCc3ccc(OC)c(OC)c3)ccc21	8%	3%	-6%	-4%	-22%	3%	-10%[10 µM]
Cc1cc(C)c(C#N)c(Oc2ccc(O)cc2)n1	10%	-1%	?	2%	-8%	-12%	-1%[10 µM]
CCN(CC)N=Nc1cccc(NC(C)=O)c1	0%	15%	15%[46 µM]	8%	12%[9.22 µM]	-5%	35%[10 µM]
Cc1c(-n2c(SCC(C)C)nc3ccccc3c2=O)c(=O)n(-c2ccccc2)n1C	-1%	19%	-2%[46 µM]	4%	24%[9.22 µM]	-2%	-27%
NC(=O)C1CCN(S(=O)(=O)c2cccc(C(=O)O)c2)CC1	3%	3%	6%	-6%	-7%	-4%	4%
CSCCC(NS(=O)(=O)c1ccc2c(c1)OCCO2)C(=O)NCCc1ccccn1 (centres undefined)	-3%	2%	2%	-4%[15.4 µM]	-4%	-7%	-24%[10 µM]
COc1ccc(OC)c(S(=O)(=O)N2CCN(c3ccccn3)CC2)c1	0%	8%	-2%	-2%	-14%	-9%	0%
CCOC(=O)c1c(NC(=O)CNC2CCCc3ccccc32)sc(C(N)=O)c1C (centres undefined)	-8%	8%	?	0%	-23%	5%	-35%[inhibitor]
SMILES	CBFb RUNX1 block	GAA glycogen	LMNA splice mod	GAA inh	HttQ103 aggreg	GAA spleen mod	HTT cytoprotect
COC(=O)N/N=C/c1c[nH]c2ccccc12	2%	3%	-1%	2%	3%	6%	23%[10 µM]
Oc1ccc(-c2nc(-c3ccc(F)cc3)c(-c3ccncc3)[nH]2)cc1	-18%	·	?	·	·	-12%&-3%&-5%&6%	-33%[inhibitor]
N#CCCN(C(=O)CSc1nc(-c2ccccc2)cn1N)c1ccc(F)cc1	-2%	3%	-9%	-4%	?	-6%	6%
CC(=O)CC(=O)Nc1ccccc1	11%[21.7 µM]	·	·	·	·	6%	-4%
O=C(O)CCCSCC(=O)Nc1ccccc1	1%	7%	6%	-2%	12%	-3%	12%
CC1=C(C#N)C(NC(=O)c2ccccc2Cl)(C(F)(F)F)C(=O)N1 (centres undefined)	3%	-2%[76.3 µM]	-10%	2%	-4%	-17%	-16%[10 µM]
Cc1cc(C)n2nc(C(=O)NC(C)(C)C)nc2n1	2%	7%	4%[0.0737 µM]	4%	22%	-13%	-22%
COc1ccccc1C(O)P(=O)(OC1CCCCC1)OC1CCCCC1 (centres undefined)	20%	2%	·	·	-21%[9.22 µM]	-16%	13%[10 µM]
CCCC1CCC(C(=O)Nn2cnc3ccccc3c2=O)CC1 (centres undefined)	7%	-25%	-18%	-10%	-11%	1%	13%[10 µM]
O=C(COC(=O)CCN=C1NS(=O)(=O)c2ccccc21)NC1CCCCCCC1	5%	6%	·	·	2%[9.22 µM]	6%	16%[10 µM]
COc1ccc(NC(=O)CCS(=O)(=O)c2ccc(OC)cc2)cc1	5%	0%	6%	6%	-11%	2%	-1%[10 µM]
O=C1N(c2ccccc2)C(=Nc2ccccc2)SC12CC2	13%	6%	·	·	-12%[9.22 µM]	1%	-6%[10 µM]
